Source: PubChem BioAssay (several laboratories)
M1 antagonist: antagonists of rat M1 muscarinic receptor; P08482; CHO-M1 cells, Fluo-4 calcium, ACh EC80 antagonist mode; stronger effect = lower value; B-score at 10 µM; hit rate 3.4% among 64,000; AID 628;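 active = calcium fluorescence response, raw or row-and-column corrected B-score, differing from the plate sample mean either way at a set confidence level, mostly lower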
M1 agonist: M1 muscarinic receptor agonism | B-score at 10 µM | hit rate 3% among 64,000 | CHO-M1 cells, Fluo-4 calcium fluorescence, agonist mode; stronger effect = higher value;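 active = fluorescence rise, raw or as B-score row- and column-corrected plate score, outside the 99.7% band of its plate's samples, either direction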
HER2 expr 66K: lowers expression of human Her2 kinase | P04626 | SKBR-3 HER2 protein level, AlphaScreen, 18-24 h; stronger effect = lower value | AID 645 | HER2 level % of control, % at 10 µM | hit rate 0.69% among 65,000;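 active = HER2 level under 5% of the carrier-only control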;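 also: 100% = DMSO carrier and 0% = 500 nM PU-H71 HSP90 inhibitor; lower value means stronger loss of Her2 protein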
Active calls of the source: *; · = no result given. These rows are one share of the data; rates above refer to the full screens.

SMILES	M1 antagonist	M1 agonist	HER2 expr 66K
OCc1cnc[nH]1	·	·	116
c1ccc2cc(CC3=NCCN3)ccc2c1	-0.11	-0.35	125
O=C1CC(c2ccccc2)CC(O)=C1C=NCCN1CCN(C(=O)Cc2ccccc2)CC1 (stereo not given)	-0.31	0.26	79
